Compound activity from PubChem.
KCNH2 WT inh = blocks the wildtype human KCNH2 potassium channel; U2OS, BacMam KCNH2, thallium flux FluxOr; stronger effect = lower value; hit rate 0.37% among 340,000; activity change, % at 1.84 µM; AID 720551;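 active = maximum activity change below -70%; inconclusive = maximum activity change between -70% and -50%; inactive = maximum activity change above -50%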; also: % is scaled to controls: 0 for no effect and ±100 for the full control effect
Target sequence (Q12809 whole entry, looked up): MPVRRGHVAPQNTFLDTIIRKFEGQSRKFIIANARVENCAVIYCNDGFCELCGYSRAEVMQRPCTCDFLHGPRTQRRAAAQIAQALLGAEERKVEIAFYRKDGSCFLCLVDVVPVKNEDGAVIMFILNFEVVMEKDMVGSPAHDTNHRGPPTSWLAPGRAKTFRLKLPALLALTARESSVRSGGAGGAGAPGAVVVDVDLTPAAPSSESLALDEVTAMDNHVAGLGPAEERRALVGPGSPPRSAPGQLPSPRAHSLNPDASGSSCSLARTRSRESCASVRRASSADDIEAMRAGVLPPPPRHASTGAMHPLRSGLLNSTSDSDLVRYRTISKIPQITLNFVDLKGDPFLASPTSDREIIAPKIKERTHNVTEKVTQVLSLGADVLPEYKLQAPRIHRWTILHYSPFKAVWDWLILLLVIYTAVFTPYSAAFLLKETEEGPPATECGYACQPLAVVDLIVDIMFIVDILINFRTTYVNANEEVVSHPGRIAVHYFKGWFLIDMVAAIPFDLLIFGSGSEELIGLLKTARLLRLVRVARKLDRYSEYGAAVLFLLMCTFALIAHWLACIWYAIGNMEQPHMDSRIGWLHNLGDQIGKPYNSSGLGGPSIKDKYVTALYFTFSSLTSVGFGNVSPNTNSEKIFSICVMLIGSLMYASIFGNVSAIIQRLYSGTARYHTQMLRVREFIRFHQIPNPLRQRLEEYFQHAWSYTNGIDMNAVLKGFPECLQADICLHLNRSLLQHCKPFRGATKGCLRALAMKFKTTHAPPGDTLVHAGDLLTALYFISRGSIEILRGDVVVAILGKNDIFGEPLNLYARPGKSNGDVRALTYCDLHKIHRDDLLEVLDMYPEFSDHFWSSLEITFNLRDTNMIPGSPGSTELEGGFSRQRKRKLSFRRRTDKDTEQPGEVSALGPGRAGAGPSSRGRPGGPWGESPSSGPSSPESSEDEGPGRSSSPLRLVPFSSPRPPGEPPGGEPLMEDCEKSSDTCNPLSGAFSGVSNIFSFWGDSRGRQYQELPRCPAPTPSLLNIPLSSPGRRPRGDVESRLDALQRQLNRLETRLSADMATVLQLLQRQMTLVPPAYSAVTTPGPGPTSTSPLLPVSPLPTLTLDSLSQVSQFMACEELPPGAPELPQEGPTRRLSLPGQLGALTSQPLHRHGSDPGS
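U2OS cells transduced with wild-type KCNH2 virus are loaded with FluxOr dye for 45 min, and thallium flux is measured in kinetic reads before and after stimulation buffer. Rate constants are normalized to DMSO controls.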
S-ASM inh = blocks human secretory acid sphingomyelinase; P17405; hit rate 0.006% among 340,000; AID 504937; Potency, µM (titrated, usually from 57.5 µM), inactives show at the top dose activity change, negative = inhibition, actives largely listed as inhibitors; placental ASM, HMU-PC fluorogenic substrate, 60 min; also: potency is read from the fitted curve at half-maximal effect
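Human placenta-derived ASM enzyme was preincubated with compound for 10 minutes at room temperature, then given fluorogenic substrate HMU-PC0 (9 uM final) for 60 minutes at 37 °C; a pH 10 stop preceded fluorescence reading at Ex 386/Em 447 nm.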
GALK inhibitor = galactokinase (human) inhibition; Purified GALK, Kinase-Glo residual ATP luminescence; Potency, µM (top dose mostly 57.5 µM), without a hit: at the highest dose activity change, negative = inhibition, most hits filed as inhibitors; hit rate 0.007% among 270,000; P51570; also: potency is read from the fitted curve at half-maximal effect; % is scaled to controls: 0 for no effect and ±100 for the full control effect
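Luminescence from leftover ATP (Ultra-Glo luciferase/luciferin) served as read-out after a 1 h room-temperature reaction of 5 nM GALK with 35 uM ATP and 100 uM galactose.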
TRPV1 agonist = activates the human vanilloid receptor TRPV1; Q8NER1; TRPV1-expressing cells, Fluo-8 calcium influx, agonist mode; activation, % at 8.33 µM; hit rate 0.19% among 320,000; in the data active = activation above about 80%; inconclusive = between about 30% and that limit; also: 0% is about no effect
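Cells expressing TRPV1 were dye-loaded with Fluo-8 and read kinetically: 10 s baseline, 3 min after compound (agonist portion), then 2 min after EC20 capsaicin (allosteric enhancer portion). Calcium-bound dye fluorescence at 480/520 nm.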
a7 integrin act = activators of alpha7 integrin expression for muscular dystrophy; Potency, µM (doses to about 38.3 µM), without a hit: top-dose activation, most hits filed as activators; hit rate 0.064% among 350,000; alpha7betagal myoblasts, beta-gal FDG fluorescence, 48 h;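 also: potency is read from the fitted curve at half-maximal effect; 100% = response of the positive control SU9516; nearly all actives have a fitted effect of over 60% in size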
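alpha7betagal+/- myoblasts (passage 13, 250/well) treated 48 h at 37C with compounds at 1:260 dilution of DMSO stock. Lysed, then beta-galactosidase activity read as FDG fluorescence (ex 480/em 540) after 30 min, with pre-read for autofluorescence.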
FBPA coupling cs = coupling enzyme interference in Giardia aldolase counter-screen; coupling enzyme system counterscreen, AmpLite Red fluorescence; activity change, negative = inhibition, % at 58.2 µM, hits read low; hit rate 0.67% among 290,000; in the data active = activity change below about -30%; also: % is scaled to controls: 0 for no effect and ±100 for the full control effect
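Counterscreen lacking aldolase: glyceraldehyde-3-phosphate coupling-enzyme reagent preincubated 10 min at RT with compound (at 57.5 uM final), then substrate/coupling system with AmpLite Red added; fluorescence read at 525/598 nm after 20 min RT.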
MLL CXXC-DNA inh = blocks binding of human MLL CXXC domain to DNA; Q03164; MLL-CXXC / FITC-HOXA9 DNA fluorescence polarization; Potency, µM (titrated, usually from 115 µM), for the others: at the top dose activity change, negative = inhibition, hits mostly inhibitors; hit rate 0.037% among 290,000; AID 2662; active = well fitted inhibition curve with a large enough effect in the polarisation, with a control signal flat, not every such curve was filed as active; inconclusive = small, poorly fitted or top-dose-only effect, or effect the other way, or a change in a side signal; inactive = no such curve, though single readings can be large or run the other way; the % refers to the polarisation; also: potency is read from the fitted curve at half-maximal effect
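Fluorescence polarization: 7 uM MLL-CXXC (stock) preincubated 5 min with compounds, then 50 nM fluorescein-HOX-A9 DNA (stock) added; 30 min ambient. Buffer 50 mM Tris-HCl pH 7.5, 50 mM NaCl, 1 mM DTT, 0.05% BSA.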
KCNH2 3.1 inh = KCNH2 3.1 (human) potassium channel inhibition | U2OS KCNH2 3.1, thallium flux FluxOr; stronger effect = lower value | activity change, % (tested at about 1.8 µM) | hit rate 0.95% among 340,000 | AID 720553;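 active = maximum activity change below -70%; inconclusive = maximum activity change from -70% to -50%; inactive = maximum activity change above -50%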;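 also: thallium influx rate constant from kinetic fluorescence after stimulation buffer; % is scaled to controls: 0 for no effect and ±100 for the full control effect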
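U2OS cells transduced with KCNH2 3.1 mutant virus (1.77 x 10^8 /mL, 4 h), plated overnight at 37 C, loaded 45 min with FluxOr dye plus Red40 quencher. Thallium flux rate constant from kinetic reads after stimulation buffer, normalised to controls.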
AT treatment = candidate therapy for ataxia-telangiectasia; Potency, µM (highest dose often 57.5 µM), without a hit: at the highest dose activation, most hits filed as activators; hit rate 0.19% among 320,000; […] A-T fibroblasts, KAP-1 phosphorylation AlphaLISA; neocarzinostatin DNA damage 30 min before lysis; also: potency is read from the fitted curve at half-maximal effect; % of control where 0% means no effect; nearly all actives have a fitted effect of over 45% in size
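ATM-like activity read as KAP-1 phosphorylation via AlphaLISA donor/acceptor antibody pairs after lysis and 6 hr at 25C. Cells were ATM-null patient fibroblasts ([…], hTERT), dosed 60 min, then exposed to the DSB inducer NCS for 30 min.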
MBNL1 CUG block = MBNL1-poly(CUG) RNA binding inhibition; TR-FRET MBNL1-His/biotin-(CUG)12 binding, 665/545 ratio; Q9NR56; Potency, µM (series often up to 57.5 µM), for the others: at the highest dose activity change, negative = inhibition, usual class: inhibitors; AID 2675; hit rate 0.036% among 280,000; active = well fitted inhibition curve with a large enough effect in the signal ratio, with a control signal flat, not every such curve was filed as active; inconclusive = small, poorly fitted or top-dose-only effect, or effect the other way, or a change in a side signal; inactive = no such curve, though single readings can be large or run the other way; the % refers to the signal ratio; also: potency is read from the fitted curve at half-maximal effect; % is scaled to controls: 0 for no effect and ±100 for the full control effect
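Ratiometric TR-FRET (665 over 545 nm, excitation 340 nm) tracks disruption of MBNL1-His/biotin-(CUG)12 complex after 60 min at room temperature, with compounds at 92 nM to 58 uM final.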
* = called active by the depositor; ? = inconclusive; / = not tested or not shown; [ ] = dose if it differs, or a comment. Unless noted, calls follow the shape of the dose curve; as a rule, active = well fitted curve in the direction sought with a large enough effect; inconclusive = small, poorly fitted or top-dose-only effect, or another doubt; inactive = no such curve, though single readings can be large; an effect the other way counts as inactive or inconclusive.

SMILES	KCNH2 WT inh	S-ASM inh	GALK inhibitor	TRPV1 agonist	a7 integrin act	FBPA coupling cs	MLL CXXC-DNA inh	KCNH2 3.1 inh	AT treatment	MBNL1 CUG block
O=C(Cn1nnc2ccccc21)OCC(=O)c1ccc(Cl)c(Cl)c1	10	-10%	0%	-4	-8%	0	4%	20	1%	-18%
CC1=NOC(=O)/C1=C/c1ccc(-c2ccc(Cl)cc2)o1	/	/	-9%	8	/	1	?	/	-7%	8%
Cc1cccc(NC(=O)NCc2ccc3c(c2)OCO3)c1	/	/	-1%	8	/	0	-13%	/	-2%	0%
Cc1ccc(C(=O)Nc2ccccc2C(=O)NCc2ccco2)cc1	-4	-3%	/	/	28%	/	/	16	11%	/
COc1ccc(C(O)(C(C)C)C(CN2CCOCC2)c2ccccc2)cc1 (configuration not stated)	-34	3%	/	4	?	-2	6%	0	-5%	-7%
CCOC(=O)C1(CCc2ccccc2)CCN(Cc2nccn2CC)CC1	8	2%	-1%	16	11%	0	-4%	-36	4%	4%
CCOC(=O)N1CCN(C(=O)CN(c2cccc(C(F)(F)F)c2)S(=O)(=O)c2ccccc2)CC1	21	0%	-1%	18	22%	4	-1%	0	-3%	-5%
COc1ccc(S(=O)(=O)N(C)c2ccc(C(=O)N3CCCC3)cc2)cc1OC	-2	3%	6%	1	8%	-2	?	16	2%	-2%
C=CCOC(=O)C1=C(C)NC(=O)NC1c1ccc(O)cc1 (configuration not stated)	5	3%	-4%	-1	19%	0	12%	-7	-9%	1%
CC(Oc1ccccc1Cl)c1nnc(N)s1 (configuration not stated)	6	-2%	2%	0	24%	1	4%	-2	10%	2%
Cn1c(Cn2nnc3ccccc32)nnc1SCC(=O)Nc1nccs1	3	6%	/	-1	?	2	8%	8	-4%	7%
CC1CCC(C(C)C)C(OC(=O)COC(=O)c2cccn2C)C1 (configuration not stated)	7	-2%	2%	?	-18%	-2	-1%	-7	19%	-16%
COc1ccc(/C=C/C(=O)NC(=S)NNC(=O)c2cc(OC)c(OC)c(OC)c2)cc1	-5	2%	-2%	9	-35%	6	-21%	-2	-6%	6%
O=C(NNC1CC(=O)N(c2ccc3c(c2)OCCO3)C1=O)c1ccccc1 (configuration not stated)	-7	15%	4%	-2	0%	0	5%	-14	-2%	3%
CCn1cc2nc(SCC(=O)Nc3ccc(OC)c(OC)c3)n(Cc3ccc(OC)cc3)c(=O)c2n1	-9	-4%	-1%	-4	0%	-1	5%	-23	-1%	14%
COc1ccc(CCNc2ncnc3c2c(C)c(C)n3CCCN(C)C)cc1OC	4	3%	/	3	0%	0	8%	-11	-6%	-4%
CCn1c(N)nc2ccccc21	2	-2%	-3%	0	-1%	1	5%	-4	-1%	12%
CC(C)CCOc1ccc(C(=O)NCCC(=O)N2CCOCC2)cc1	-4	2%	0%	4	-4%	3	4%	-13	-4%	3%
Cc1ccccc1-n1c(C)cc(/C=C2\NC(=O)NC2=O)c1C	5	4%	-6%	0	-26%	-11	2%	-4	-8%	?
CCOCCc1c(O)nc(SCCOc2ccc(C)c(C)c2)[nH]c1=O	4	-2%	4%	0	-6%	7	4%	9	0%	3%
Clc1ccc(C2=NNC(=NCc3ccccc3)SC2)cc1	-10	0%	0%	-4	21%	1	1%	0	-10%	2%
Cc1[nH]n(-c2ccccc2)c(=O)c1/C=N/NC(=O)COc1ccccc1[N+](=O)[O-]	-9	-1%	0%	-5	-29%	6	16%	-2	-7%	16%
C[C@@]12C(=O)NCC(=O)N1[C@@H]1c3cc(Br)ccc3OC[C@@H]1[C@@H]2c1ccccc1	-2	3%	/	/	0%	/	/	6	5%	/
Cc1cc(=O)oc2c3c(cc(OCC(=O)NCc4ccccc4)c12)OC(C)(C)CC3	0	10%	/	?	-4%	1	6%	3	7%	-12%
Cc1noc(C)c1C(=O)Nc1nc(C23CC4CC(CC(C4)C2)C3)cs1	-1	0%	0%	23	?	-6	14%	-9	1%	3%
COc1ccc(CN2CCN(C(=O)c3cccs3)CC2)cc1Br	-12	-1%	1%	/	2%	1	-6%	-25	-5%	4%
S=C(NCCCN1CCOCC1)N1CCN(c2nc(-c3ccc(Cl)cc3)cs2)CC1	-13	-24%	9%	1	-60%[inhibitor]	4	-19%	-71*	4%	23%
O=C(O)/C=C\C(=O)Nc1ccc(Oc2ccc(Br)cc2)cc1	4	7%	3%	1	14%	17	-1%	7	7%	4%
Cc1ccc(S(=O)(=O)NCc2ccccc2)cc1C(=O)N(C)Cc1ccc(F)cc1	1	-1%	-7%	3	3%	-3	?	-13	0%	-14%
COC(=O)c1ccc(COC(=O)c2ccc(C)c(S(=O)(=O)N3CCCCC3)c2)cc1	-5	-1%	/	-1	-40%	/	/	-35	13%	/
CC(C)C[C@@H](CO)N1CCN(CC(C)C)CCC1=O	24	4%	/	-3	-11%	-3	0%	2	-1%	1%
Cc1ccc(C(=O)Nc2ccc(Cc3ccncc3)cc2)cc1[N+](=O)[O-]	-5	2%	-2%	?	-25%	0	9%	-21	-2%	17%
C=CCOn1c(=O)c(-c2cccs2)[n+]([O-])c2ccccc21	-1	86%[activator]	1%	2	40%[7.66 µM]	-2	36%[activator]	16	0%	?
Cc1ccc(S(=O)(=O)N2CCOCC2)cc1C(=O)OCC(=O)c1ccc[nH]1	-2	1%	/	0	-49%[inhibitor]	/	/	4	11%	/
COCCNC(=O)C(OC(=O)CC1Sc2ccccc2NC1=O)c1ccccc1 (configuration not stated)	2	4%	-1%	1	-13%	0	-5%	1	-3%	-9%
CCOC(=O)N1CCN(C(=O)Cc2ccc(C)cc2)CC1	-3	6%	0%	0	-19%	-1	-3%	15	-2%	6%
Cc1cccc(N2CCN(S(=O)(=O)c3ccc4c(c3)NC(=O)C(C)S4)CC2)c1C (configuration not stated)	3	-5%	-1%	11	17%	0	32%[activator]	6	-16%	-11%
CN(C)/C=N/c1sccc1C(N)=O	4	-2%	7%	0	12%	0	8%	5	-2%	5%
CC(=O)c1ccc(NC(=O)C(C)n2nc(-c3ccccc3)c3cc(Cl)ccc32)cc1 (configuration not stated)	6	-22%	/	1	-47%[inhibitor]	-1	21%	-20	-8%	29%
Cc1ccc(C(=O)NC2CCCCCCC2)c(Cl)c1	-2	0%	3%	15	94%	2	1%	-11	8%	-6%
Cc1cc(C(=O)N/N=C/c2cccc([N+](=O)[O-])c2O)n[nH]1	/	-3%	/	-7	3%	-1	1%	-25	-2%	?
CCC(=O)N1CCC(c2ccc(OC)cc2)=N1	-7	0%	1%	22	12%	1	-3%	0	1%	/
CC1CCN(C(=S)NC(=O)c2ccc(C(C)(C)C)cc2)CC1	3	-2%	1%	26	-9%	0	-7%	14	11%	4%
CCCOc1ccc(C2C(C(=O)OC)=C(C)N=C3SCCC(=O)N32)cc1OCC (configuration not stated)	4	-2%	0%	-4	4%	1	3%	4	-8%	-7%
CCOc1ccc(C(=O)N/N=C/c2c(C)[nH]c(=O)[nH]c2=O)cc1	/	/	/	0	/	0	-15%	/	11%	-8%
O=C(COC(=O)CN1C(=O)C2CCCCC2C1=O)Nc1cc(S(=O)(=O)N2CCOCC2)ccc1Cl (configuration not stated)	-1	4%	1%	-5	1%	2	4%	12	-9%	-8%
COc1ccccc1CN1CC(C(=O)NCc2cc(C)on2)CCC1=O (configuration not stated)	-1	-1%	5%	-1	2%	/	3%	10	12%	-8%
O=C(c1ccco1)N1CCN(C(=O)C(c2ccccc2)c2ccccc2)CC1	-11	-1%	1%	-4	0%	6	1%	-1	-4%	0%
COC(=O)C1=C(C)NC(C)=C(C(=O)OC)C1C(=O)OCc1nnc(-c2ccccc2)o1	-8	49%[activator]	/	1	9%	/	/	1	1%	/
Nc1nnc(SCC(=O)NCCNC(=O)CSc2nnc(N)s2)s1	2	-2%	/	0	1%	/	/	-8	-12%	/
CCOC(=O)C(Cc1c[nH]c2ccccc12)NC(=O)c1ccco1 (configuration not stated)	1	0%	2%	14	?	1	-6%	-4	5%	8%
O=C(C1=C[C@H](c2ccc3c(c2)OCO3)C[C@H](OCc2ccc(CO)cc2)O1)N1CCOCC1	-5	-2%	2%	0	5%	2	1%	5	-5%	2%
CC1(C)Cc2c(cnn2-c2ccc(F)cc2)C(NC(=O)c2cnccn2)C1 (configuration not stated)	24	-2%	/	/	-14%	/	/	-13	/	/
CCOC(=O)Cn1c(=O)oc2cc(S(=O)(=O)NCCCc3ccccc3)ccc21	2	-2%	0%	-2	-15%	-5	1%	-7	11%	?
